# dFosB activator: enhances mouse delta FosB homodimer DNA binding; activation, % at 25 µM; purified delta FosB, TAMRA-CDK5 oligo fluorescence polarization; percent of positive-control signal above neutral wells; 0.99% of 340,000 active; AID 493131;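 active means mean activation above about 17%, with every replicate also reaching it, limit read from the data, passing the limit was not always enough; inconclusive means only one of the two conditions met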;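 further: fluorescence polarization rise as delta FosB binds a TAMRA Cdk5 AP-1 oligo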
# PfHsp90 set2: reduces growth (ATP signal) of yeast expressing P. falciparum Hsp90; 0.32% of 310,000 active; S. cerevisiae expressing PfHsp90, BacTiter-Glo ATP, 48 h; yeast lacking PDR1 and PDR3 efflux regulators; inhibition, % at 9.4 µM; AID 504621;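 active means every replicate shows inhibition above about 80%, whatever the replicate mean, limit read from the data; inconclusive means mean inhibition reaches the set limit but some replicate falls short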;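 further: 0% = DMSO neutral controls and 100% = 20 µM radicicol positive controls; yeast relying on Plasmodium falciparum Hsp90 in place of its own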
# SR-BI HDL uptake: blocks mouse SR-BI lipid uptake from DiI-HDL | 0.96% of 320,000 active | Q61009 | ldlA[mSR-BI] CHO cells, DiI-HDL uptake fluorescence, 3 h | inhibition, % at 12.5 µM | AID 488896;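 active means mean replicate inhibition of at least 70% and a set share of replicates each scoring 70 or more; inconclusive means meets just one of the two criteria; inactive means fails both criteria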;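 further: 0% = median of neutral control wells and 100% = median of positive control wells; values of inactives mirror those of a sister screen read the other way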
# CAL PDZ FP-1: CAL PDZ (human) peptide binding inhibition; inhibition, % at 24.9 µM; AID 602252; 0.92% of 300,000 active; Q9HD26; purified CAL PDZ, TMR-peptide fluorescence polarization, 1 h;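 active means mean inhibition of at least 30% with at least half of replicates also reaching 30%; inconclusive means no clear call, values can overlap the other calls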;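 further: 0% = DMSO neutral control and 100% = excess unlabeled competitor peptide PRC23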
# Rtt109 HAT inh: C. albicans Rtt109 histone acetyltransferase inhibition; Q5AAJ8; purified Rtt109/Vps75, ThioGlo CoA-SH fluorescence, 4 h; 0.16% of 330,000 active; inhibition, % at 34.9 µM;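 active means inhibition of at least 50% in every replicate; inconclusive means best replicate reaches 50% inhibition but some replicates fall short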
# MITF act: activators of MITF-driven TRPM1 promoter activity in SK-MEL-5 cells. AID 588334. activation, % at 12.5 µM. 0.75% of 300,000 active. SK-MEL-5 TRPM1-promoter luciferase, 24 h; % of positive control, neutral wells = 0;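 active means mean activation of at least 80% with every replicate also reaching 80%; inconclusive means mean reaches 80% but some replicate falls short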;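 further: 0% = neutral control wells and 100% = parthenolide positive control wells; values of inactives mirror those of a sister screen read the other way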
# CAL PDZ FP-2: blocks peptide binding to human CAL PDZ domain; 0.02% of 330,000 active; inhibition, % at 20 µM; Q9HD26; AID 504414; purified CAL PDZ, TMR-peptide fluorescence polarization, 1 h;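 active means highest replicate inhibition of at least 40%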;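 further: plate controls were DMSO neutral control wells for no effect and unlabeled competitor peptide control wells for full effect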
#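 material = purified tagged CAL PDZ domain construct (CerCALP) | buffer or medium = sodium phosphate/NaCl buffer pH 7.4 with TCEP, IgG, Thesit | reagent = TMR-labelled reporter peptide T*-PRC34 bound in PDZ groove | incubation = 1 h room-temperature incubation prior to read | measured by = fluorescence polarization (mP) | evaluation = percent inhibition from loss of millipolarization | control set = unlabelled peptide and DMSO controls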
# SR-BI DiI-HDL act: enhances SR-BI lipid uptake from DiI-HDL; activation, % at 12.5 µM; 0.096% of 320,000 active; AID 504775; CHO ldlA[mSR-BI] cells, DiI-HDL uptake fluorescence, 3 h; 100 = double the neutral-control signal;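 active means mean replicate activation of at least 60% and every replicate at or above 60%; inconclusive means mean or all-replicate condition met, but not both; inactive means mean below 60% and not all replicates reaching 60%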;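 further: 0% = median plate neutral-control signal and 100% = twice that signal; values of inactives mirror those of a sister screen read the other way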
#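 Test system: SR-BI-overexpressing, LDLR-lacking CHO cells; Medium: Ham's F12 with 0.5% BSA, HEPES 25 mM, pH 7.4; Schedule: 3 h, 37 °C; Technique: bottom-read fluorescence, 550/595 nm.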
# PvdQ acylase: P. aeruginosa PvdQ acylase inhibition. inhibition, % at 10 µM. purified PvdQ acylase, fluorescence plate reader. 0.063% of 340,000 active; in the data active means inhibition above about 30%, passing the limit was not always enough; inconclusive means no clear call, values can overlap the other calls;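 further: 0% = vehicle neutral wells and 100% = reference inhibitor wells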
# NSD2 HMT inh: NSD2 (human) methyltransferase inhibition; NSD2 peptide methylation, AlphaScreen, 120 min; inhibition, % at 12.5 µM; 0.54% of 310,000 active; AID 743445; in the data active means inhibition above about 50%
# Target sequence (O96028 whole entry, looked up): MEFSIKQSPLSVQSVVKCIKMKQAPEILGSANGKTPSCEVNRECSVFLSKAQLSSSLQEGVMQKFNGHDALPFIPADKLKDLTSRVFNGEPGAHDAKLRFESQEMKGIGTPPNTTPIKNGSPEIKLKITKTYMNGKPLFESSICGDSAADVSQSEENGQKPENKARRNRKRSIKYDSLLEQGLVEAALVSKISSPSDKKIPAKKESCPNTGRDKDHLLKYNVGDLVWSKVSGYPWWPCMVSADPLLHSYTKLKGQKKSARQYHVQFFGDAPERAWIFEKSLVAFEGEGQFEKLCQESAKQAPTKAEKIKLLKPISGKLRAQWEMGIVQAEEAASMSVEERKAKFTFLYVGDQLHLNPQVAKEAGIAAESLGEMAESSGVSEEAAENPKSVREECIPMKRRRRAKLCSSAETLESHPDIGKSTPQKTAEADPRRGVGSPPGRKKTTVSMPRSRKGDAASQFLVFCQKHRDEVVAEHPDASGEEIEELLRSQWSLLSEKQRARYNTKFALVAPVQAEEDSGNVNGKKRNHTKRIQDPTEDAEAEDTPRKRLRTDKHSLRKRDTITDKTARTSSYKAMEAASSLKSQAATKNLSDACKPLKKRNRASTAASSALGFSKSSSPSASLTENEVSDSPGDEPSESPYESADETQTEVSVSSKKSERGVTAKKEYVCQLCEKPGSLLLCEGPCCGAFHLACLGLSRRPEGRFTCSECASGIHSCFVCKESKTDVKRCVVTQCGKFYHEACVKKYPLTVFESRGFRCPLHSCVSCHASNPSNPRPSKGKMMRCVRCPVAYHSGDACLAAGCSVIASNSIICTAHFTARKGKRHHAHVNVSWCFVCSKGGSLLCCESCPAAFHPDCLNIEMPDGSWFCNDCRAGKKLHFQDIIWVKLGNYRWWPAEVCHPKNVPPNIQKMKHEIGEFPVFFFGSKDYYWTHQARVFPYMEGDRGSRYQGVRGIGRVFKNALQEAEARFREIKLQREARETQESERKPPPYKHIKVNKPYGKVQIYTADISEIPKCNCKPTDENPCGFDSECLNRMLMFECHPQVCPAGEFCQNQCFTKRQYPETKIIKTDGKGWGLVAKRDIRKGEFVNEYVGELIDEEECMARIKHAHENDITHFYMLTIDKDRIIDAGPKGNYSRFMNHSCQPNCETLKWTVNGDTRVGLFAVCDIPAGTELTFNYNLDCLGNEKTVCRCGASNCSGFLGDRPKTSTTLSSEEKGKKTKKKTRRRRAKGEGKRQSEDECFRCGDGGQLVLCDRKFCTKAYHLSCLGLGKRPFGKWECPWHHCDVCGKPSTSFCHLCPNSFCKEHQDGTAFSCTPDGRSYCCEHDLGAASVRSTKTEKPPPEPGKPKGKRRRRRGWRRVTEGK
# The depositor's hits bear a star; ? = inconclusive; . = no result given. No enrichment for hits; about 4.3% have a hit in one of these screens.
SR-BI HDL uptake	PvdQ acylase	MITF act	SR-BI DiI-HDL act	CAL PDZ FP-1	PfHsp90 set2	Molecule	CAL PDZ FP-2	NSD2 HMT inh	Rtt109 HAT inh	dFosB activator
-29	-19	5	29	-1	-8	O=C(c1ccco1)N1CCC(c2nc3c(nnn3Cc3c(Cl)cccc3Cl)c(=O)[nH]2)CC1	-4.4	-3	10	-7
-2	1	1	2	-6	4	O=C(NCc1ccccc1F)C1CCC(=O)N(Cc2ccc(Cl)cc2)C1 (stereo unspecified)	-1.6	-6	8	-4
77*	5	9	-77	-4	-2	O=C(N/N=C/c1cccn1-c1ccc(O)cc1)c1cccc2ccccc12	-0.3	-1	2	22*
-20	-20	-2	20	-5	.	C[C@@H](NC(=O)C(=O)c1c[nH]c2ccccc12)c1ccccc1	-2.4	.	4	-4
.	-4	0	.	5	7	Cc1cnc(NC(=O)Cn2cnc3c2c(=O)n(C)c(=O)n3C)s1	0.6	0	5	-4
-4	-8	9	4	2	-24	COc1cccc(N(CC(=O)NCc2ccco2)C(=O)CCC(=O)Nc2nccs2)c1	-1.0	0	-27	-2
-14	-10	-3	14	-3	23	COc1ccc(/C=N/NC2=NS(=O)(=O)c3ccccc32)cc1OC	.	-2	-5	-15
-24	-5	-3	24	-4	-4	O=C(CSc1ncn(-c2ccccc2)n1)Nc1ccc2c(c1)OCCO2	-0.6	0	5	3
11	6	-5	-11	-2	-7	CC(C)C(C(=O)Nc1ccc2c(c1)OCCOCCOCCOCCO2)N1C(=O)c2ccccc2C1=O (stereo unspecified)	0.5	0	0	-8
84*	8	.	-84	-4	21	CSc1nccc(-c2sc(SC)c(C#N)c2-c2ccccc2)n1	0.1	-2	3	-5
-4	-11	-32	4	.	7	O=S(=O)(c1cc(F)ccc1F)N1CCN(c2ncnc3ccccc23)CC1	-0.2	-2	2	-16
-11	5	10	11	0	11	COc1cc([N+](=O)[O-])ccc1NC(=O)COC(=O)CCS(=O)(=O)c1ccc(C)cc1	-2.9	1	8	-2
1	-16	-6	-1	6	-27	Cc1cc(N2C(=O)C(O)=C(C(=O)c3cc4ccccc4o3)C2c2cccc(Br)c2)no1 (stereo unspecified)	-2.7	.	10	-7
12	-6	-19	-12	-1	25	C=CCN1C(c2ccc(OCC)cc2)=CS/C1=C(\C#N)c1nnc2n1CCCCC2	-0.3	14	5	-4
.	2	5	.	.	-6	CC(C)(c1ccccc1)c1ccc(OCC2CO2)cc1 (stereo unspecified)	-0.6	-5	-23	5
-4	-3	20	4	-3	-6	Cc1cc(OCC(=O)NC2CC(C)(C)NC(C)(C)C2)c(C)cc1Br	-2.6	-3	1	-4
.	-13	6	.	.	-26	O=C(CN(C(=O)CNC(=O)c1cccs1)c1ccccc1F)NC1CCCCC1	-2.4	2	-5	-4
31	-1	.	-31	-2	-19	CC(=O)CSc1nc(-c2ccccc2)c(-c2ccccc2)o1	0.2	-4	-14	-8
-15	-1	-12	15	.	-9	O=C(c1ccc([N+](=O)[O-])o1)N1CCOCC1	0.4	.	3	4
16	-3	7	-16	.	-39	Cc1ccc(-c2nn3c(C)nnc3s2)cc1NC(=O)COc1ccc(Cl)cc1	-0.5	.	7	-34
-2	2	-14	2	-3	0	O=C(c1ccco1)N1CCN(C(=O)C2CCN(S(=O)(=O)c3cccc4nsnc34)CC2)CC1	-2.9	-5	11	2
-4	-11	.	4	-6	12	COC(CSc1ncnc2c1oc1nc3c(cc12)COC(C)(C)C3)OC	-1.0	-1	-13	-35
-18	0	-6	18	-17	2	C[C@]12CS(=O)(=O)C[C@H]1SC(=S)N2c1ccccc1	-0.4	-2	-3	4
27	-6	19	-27	-4	11	CN(C)S(=O)(=O)c1ccc(Cl)c(NC(=O)CSc2nc3c(cc2C#N)C(=O)CCC3)c1	-1.1	4	-7	-3
28	-6	-4	-28	3	9	CCOC(=O)c1c(C)[nH]c(C(=O)N(C)CC(=O)Nc2ccc(OC)cc2)c1C	-0.5	-2	3	-4
-29	-8	26	29	-1	-9	c1ccc(Cc2nn3c(Cn4nnc5ccccc54)nnc3s2)cc1	-0.3	0	5	-7
-4	-14	13	4	-2	1	Cc1ccc(C(=O)O/N=C/c2c(Cl)n(C)c3ccccc23)cc1	-0.4	-1	3	-2
-3	12	20	3	-5	-11	C=C(C)COc1ccc(-c2nc(N)ncc2Oc2ccc(OC)cc2)c(O)c1	.	1	2	-10
-3	-6	-7	3	4	12	COC(=O)C1=NNC2(C)C(=O)N(c3ccc(C)cc3)C(=O)C12 (stereo unspecified)	-0.9	-3	9	5
23	-8	.	-23	-2	-10	COc1nnc(-c2ccc(N3CCOCC3)c(NC(C)=O)c2)c2ccccc12	1.9	-3	0	-1

# (continued)
SR-BI HDL uptake	PvdQ acylase	MITF act	SR-BI DiI-HDL act	CAL PDZ FP-1	PfHsp90 set2	Molecule	CAL PDZ FP-2	NSD2 HMT inh	Rtt109 HAT inh	dFosB activator
-11	1	-5	11	-1	-17	Cc1c(C(=O)O)c(C(=O)O)c2n1CCS2	-0.4	-1	-7	8
1	3	.	-1	.	4	CC1=Nc2ccc(C)c3nc(C)cc(c23)N1c1ccc(C)cc1	-1.1	.	-4	3
3	-19	-10	-3	-3	.	CCn1c(CN2CCN(C(=O)c3ccco3)CC2)nc2c1c(=O)n(C)c(=O)n2C	-1.2	3	2	4
-4	-4	0	4	-2	26	C(=N\Nc1nc(N2CCCC2)nc(N2CCCC2)n1)/c1cccnc1	-0.8	-7	-3	6
1	-17	4	-1	-10	-4	COc1ccc(CSc2nnc(-c3ccncc3)n2C)cc1F	-1.2	-3	-4	3
-23	-7	0	23	.	-11	Cc1cccc(NC(=O)CNC(=O)CN2C(=O)NC(C)(CCC(C)C)C2=O)c1C (stereo unspecified)	0.1	-1	4	-9
-24	-14	-8	24	-1	29	COc1ccccc1N1CCN(C(=O)c2c(C)cc(=O)oc2C)CC1	.	-1	-1	7
-1	-18	-16	1	.	1	O=S(=O)(Nc1nc2ccccc2nc1Cl)c1ccc(Br)cc1	-1.5	0	-3	3
?	-14	7	-71	-2	101*	O=C(OCC(=O)N1CCN(C(=O)c2ccco2)CC1)c1cc(-c2ccccc2)nc2ccccc12	0.2	2	2	0
33	6	-15	-33	-5	9	CCOC(=O)c1c(C)nc(C)c(C(=O)OCC)c1-c1ccc(Br)cc1	-0.6	-5	0	-2
2	-16	15	-2	-13	-23	Cc1cc(NC(=O)C2CC(=O)N(c3ccc(F)cc3)C2)no1 (stereo unspecified)	-1.9	-1	2	-5
15	2	24	.	-17	-39	COCCn1c(C)cc(C(=O)CSc2nc3ccccc3o2)c1C	0.0	1	-3	0
5	-9	1	-5	-2	-29	C=CCNC(=O)c1cccc2c1C(=O)c1ccc(N3CCCC3)cc1S2(=O)=O	1.4	.	-5	3
.	-7	-14	.	8	-15	Cc1ccc(N(C(=O)CNC(=O)c2ccco2)C(C(=O)NC2CCCC2)c2ccncc2)cc1 (stereo unspecified)	0.1	-7	-2	-5
6	17	.	-6	-4	1	CCCCOc1ccccc1C(=O)NNC(=S)NC(=O)c1ccccc1[N+](=O)[O-]	0.8	1	-11	0
69	-6	53	-69	-10	3	CCc1cccc(NC(=O)c2ccc3c(=O)n4c(nc3c2)CCCCC4)c1	-3.0	.	12	-15
31	16	6	-31	.	-10	COc1ccc(C2CC(c3cccs3)=NN2C(=O)COC(=O)c2cc3ccccc3cc2O)cc1OC (stereo unspecified)	-0.3	-1	-5	1
-17	-15	-7	17	0	10	O=C(c1cccc(Oc2ccc([N+](=O)[O-])cc2Cl)c1)N1CCCCC1	-2.1	0	1	0
-22	-13	5	22	-1	-25	Cc1cc(C)n2nc(SCC(=O)N/N=C/c3ccccn3)nc2n1	-1.9	-3	-4	-4
46	-13	-4	-46	.	25	COc1ccc(OC)c(CCNC(=O)CS(=O)(=O)Cc2nc(-c3ccccc3Cl)oc2C)c1	-0.2	5	13	-26
-6	-14	-34	6	-3	-3	C#CCOCCOCCOCCNc1nc(N2CCN(C(=O)CCCCCCCCCCNC(=O)Cn3cc(C[C@@H](C)O)nn3)CC2)nc(N2CCN(C(=O)CCCCCCCCCCNC(=O)Cn3cc(C[C@@H](C)O)nn3)CC2)n1	-0.8	.	5	-6
20	-4	6	-20	-3	1	Cc1ccc(-c2nsc(SCC(=O)NCc3ccc4c(c3)OCO4)n2)cc1	-2.0	-2	-9	-1
15	-12	5	-15	-7	9	Cc1ccc(OCCn2c(CCCO)nc3ccccc32)cc1	-1.5	-4	-1	-2
14	2	9	-14	-3	17	Cc1cccc(NC(=O)c2ccc(C)c(S(=O)(=O)N3CCOCC3)c2)n1	-1.1	-3	-6	-2
.	-15	3	.	-1	12	O=C(NCCCSc1ccccc1)c1cnc(Cl)c(Cl)c1	-3.0	-2	5	-4

# Reprinted at random: 6 entries already listed, in no set order.
SR-BI HDL uptake	PvdQ acylase	MITF act	SR-BI DiI-HDL act	CAL PDZ FP-1	PfHsp90 set2	Molecule	CAL PDZ FP-2	NSD2 HMT inh	Rtt109 HAT inh	dFosB activator
27	-6	19	-27	-4	11	CN(C)S(=O)(=O)c1ccc(Cl)c(NC(=O)CSc2nc3c(cc2C#N)C(=O)CCC3)c1	-1.1	4	-7	-3
-24	-5	-3	24	-4	-4	O=C(CSc1ncn(-c2ccccc2)n1)Nc1ccc2c(c1)OCCO2	-0.6	0	5	3
14	2	9	-14	-3	17	Cc1cccc(NC(=O)c2ccc(C)c(S(=O)(=O)N3CCOCC3)c2)n1	-1.1	-3	-6	-2
3	-19	-10	-3	-3	.	CCn1c(CN2CCN(C(=O)c3ccco3)CC2)nc2c1c(=O)n(C)c(=O)n2C	-1.2	3	2	4
15	2	24	.	-17	-39	COCCn1c(C)cc(C(=O)CSc2nc3ccccc3o2)c1C	0.0	1	-3	0
-17	-15	-7	17	0	10	O=C(c1cccc(Oc2ccc([N+](=O)[O-])cc2Cl)c1)N1CCCCC1	-2.1	0	1	0

# Assay outcomes deposited in PubChem by Broad Institute.
